Screening results (PubChem BioAssay)
Giardia kill = Giardia lamblia killing; Giardia lamblia trophozoite viability; 340,000 tested, 0.15% active; activity change, % at 7.66 µM, hits read low; in the data active = activity change below about -80%; inconclusive = between about -30% and that limit;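 also: parasites exposed to compound for two days anaerobically before the ATP read; % is scaled to controls: 0 for no effect and ±100 for the full control effect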
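Each well holds 100 Giardia trophozoites and compound. After two days (48 hrs) at 37 deg C in anaerobic conditions, ATP is quantified by luminescence.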
FBPA coupling cs = coupling enzyme interference in Giardia aldolase counter-screen. AID 2472. coupling enzyme system counterscreen, AmpLite Red fluorescence. 290,000 tested, 0.67% active. activity change, negative = inhibition, % at 58.2 µM, hits read low; in the data active = activity change below about -30%; also: % is scaled to controls: 0 for no effect and ±100 for the full control effect
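Counterscreen lacking aldolase: glyceraldehyde-3-phosphate coupling-enzyme reagent preincubated 10 min at RT with compound (at 57.5 uM final), then substrate/coupling system with AmpLite Red added; fluorescence read at 525/598 nm after 20 min RT.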
TRPV1 ag = activates the human vanilloid receptor TRPV1 | Q8NER1 | TRPV1-expressing cells, Fluo-8 calcium influx, agonist mode | activation, % at 8.33 µM | 320,000 tested, 0.19% active; in the data active = activation above about 80%; inconclusive = between about 30% and that limit; also: 0% is about no effect
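Cells expressing TRPV1 were dye-loaded with Fluo-8 and read kinetically: 10 s baseline, 3 min after compound (agonist portion), then 2 min after EC20 capsaicin (allosteric enhancer portion). Calcium-bound dye fluorescence at 480/520 nm.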
Menin MLL FP TR = displaces Texas Red mutant MLL peptide from human menin. O00255. Menin + Texas Red MLL mutant peptide, fluorescence polarization. Potency, µM (top dose mostly 61.6 µM), inactives show top-dose FP activity change, negative = inhibition, most hits filed as inhibitors. 270,000 tested, 0.23% active; active = well fitted inhibition curve with a large enough effect in the polarisation, with a control signal flat, not every such curve was filed as active; inconclusive = small, poorly fitted or top-dose-only effect, or effect the other way, or a change in a side signal; inactive = no such curve, though single readings can be large or run the other way; the % refers to the polarisation; also: potency is read from the fitted curve at half-maximal effect; % of control where 0% means no effect; many of its hits are not listed in these tables
Target sequence (O00255 whole entry, looked up): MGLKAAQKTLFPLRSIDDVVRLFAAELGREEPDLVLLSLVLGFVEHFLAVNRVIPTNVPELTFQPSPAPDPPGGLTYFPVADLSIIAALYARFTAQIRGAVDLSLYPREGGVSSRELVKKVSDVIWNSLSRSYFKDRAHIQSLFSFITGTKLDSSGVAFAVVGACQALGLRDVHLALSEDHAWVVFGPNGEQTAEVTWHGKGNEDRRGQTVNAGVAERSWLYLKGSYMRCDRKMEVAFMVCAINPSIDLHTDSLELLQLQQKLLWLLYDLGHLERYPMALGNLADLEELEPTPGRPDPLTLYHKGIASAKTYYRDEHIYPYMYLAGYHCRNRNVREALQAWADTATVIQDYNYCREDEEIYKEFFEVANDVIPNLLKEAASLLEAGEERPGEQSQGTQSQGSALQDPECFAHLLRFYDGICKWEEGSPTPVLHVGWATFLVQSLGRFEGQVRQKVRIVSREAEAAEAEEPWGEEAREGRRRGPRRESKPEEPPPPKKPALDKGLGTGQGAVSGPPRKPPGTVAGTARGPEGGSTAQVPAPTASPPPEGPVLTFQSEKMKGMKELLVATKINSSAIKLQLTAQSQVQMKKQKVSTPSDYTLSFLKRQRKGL
MLL CXXC-DNA inh = inhibitors of human MLL CXXC domain-DNA interaction. Q03164. Potency, µM (top dose mostly 115 µM), without a hit: at the highest dose activity change, negative = inhibition, most hits filed as inhibitors. MLL-CXXC / FITC-HOXA9 DNA fluorescence polarization. 290,000 tested, 0.037% active; active = well fitted inhibition curve with a large enough effect in the polarisation, with a control signal flat, not every such curve was filed as active; inconclusive = small, poorly fitted or top-dose-only effect, or effect the other way, or a change in a side signal; inactive = no such curve, though single readings can be large or run the other way; the % refers to the polarisation; also: potency is read from the fitted curve at half-maximal effect
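Steps: dispense CXXC domain solution (7 uM) → pin compounds or unlabeled HOX-A9 DNA control → 5 min ambient → add FLSN-HOX-A9 solution (50 nM) → spin → 30 min ambient → fluorescence polarization. Tris pH 7.5/NaCl/DTT/BSA buffer.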
KCNH2 WT inh = KCNH2 (human, wildtype) channel inhibition; Q12809; U2OS, BacMam KCNH2, thallium flux FluxOr; hits give low values; activity change, % at 1.84 µM; 340,000 tested, 0.37% active;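 active = maximum activity change below -70%; inconclusive = maximum activity change between -70% and -50%; inactive = maximum activity change above -50%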; also: % is scaled to controls: 0 for no effect and ±100 for the full control effect
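U2OS cells were transduced with wild-type KCNH2 virus (2.03 x 10^8 / mL) for 4 h at room temperature, then cultured overnight at 37 C. Thallium flux was read with FluxOr dye. Rate constants were normalized to DMSO controls.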
USP2a inh = inhibitors of human ubiquitin-specific protease USP2a. 330,000 tested, 0.01% active. O75604. AID 463254. Potency, µM (titrated, usually from 38.3 µM), for inactives: at the top dose activity change, negative = inhibition, most hits filed as inhibitors. USP2 core, Ub-CHOP2 coupled fluorogenic reporter, 485/531;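 also: potency is read from the fitted curve at half-maximal effect; plate controls were DMSO wells for no effect and full inhibition by NEM control for full effect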
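Cell-free coupled assay: 10nM USP2 core preincubated 30min RT with compound in Tris-HCl pH 8.0/CaCl2/CHAPS buffer, then 25nM Ub-CHOP2 and 25nM reporter substrate; fluorescence (Ex 485/Em 531) read after 60min RT, normalized to NEM inhibition, concentration-response curves fitted.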
B2AR arrestin = agonists driving beta-arrestin recruitment to human beta2-adrenergic receptor; AID 492947; 330,000 tested, 0.02% active; Potency, µM (titrated, usually from 46.1 µM), for inactives: at the top dose activation, most hits filed as activators; beta-arrestin recruitment to beta2AR, cell-based reporter; P07550;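 also: potency is read from the fitted curve at half-maximal effect; 0% = DMSO controls and full agonism = EC100 isoproterenol or metaproterenol; nearly all actives have a fitted effect of over 65% in size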
PKM2 act = PKM2 (human) enzyme activation. purified PKM2, Kinase-Glo ATP luminescence, activation; response scale: 0% is enzyme alone, no compound. Potency, µM (series often up to 57.5 µM), for inactives: at the top dose activation, actives largely listed as activators. 260,000 tested, 0.34% active. P14618; also: potency is read from the fitted curve at half-maximal effect; % is scaled to controls: 0 for no effect and ±100 for the full control effect; nearly all actives have a fitted effect of over 55% in size
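Purified hPK-M2 (>95% pure) converted ADP (0.1 mM final) to ATP with 0.5 mM PEP in 50 mM imidazole pH7.2, KCl, MgCl2, Tween 20, BSA; 1 h at room temperature. ATP detected by Kinase-Glo luminescence.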
GALK inh = galactokinase (human) inhibition; 270,000 tested, 0.007% active; Purified GALK, Kinase-Glo residual ATP luminescence; AID 1868; P51570; Potency, µM (highest dose often 57.5 µM), for the others: top-dose activity change, negative = inhibition, actives largely listed as inhibitors; also: potency is read from the fitted curve at half-maximal effect; % is scaled to controls: 0 for no effect and ±100 for the full control effect
Target sequence (P51570 whole entry, looked up): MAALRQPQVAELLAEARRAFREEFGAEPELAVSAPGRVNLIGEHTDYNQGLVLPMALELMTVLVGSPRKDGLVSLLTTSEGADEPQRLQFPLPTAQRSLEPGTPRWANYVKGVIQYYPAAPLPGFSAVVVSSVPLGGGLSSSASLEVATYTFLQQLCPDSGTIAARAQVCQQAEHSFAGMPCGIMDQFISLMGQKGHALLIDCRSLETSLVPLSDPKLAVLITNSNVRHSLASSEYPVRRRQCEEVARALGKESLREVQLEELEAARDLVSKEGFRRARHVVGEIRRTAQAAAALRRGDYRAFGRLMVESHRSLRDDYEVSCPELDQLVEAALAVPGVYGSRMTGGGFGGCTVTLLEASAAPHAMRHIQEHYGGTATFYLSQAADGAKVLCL
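Luminescence from leftover ATP (Ultra-Glo luciferase/luciferin) served as read-out after a 1 h room-temperature reaction of 5 nM GALK with 35 uM ATP and 100 uM galactose.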
KCNH2 3.1 block = KCNH2 3.1 (human) potassium channel inhibition | U2OS KCNH2 3.1, thallium flux FluxOr; hits give low values | activity change, % (tested at about 1.8 µM) | 340,000 tested, 0.95% active;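 active = maximum activity change below -70%; inconclusive = maximum activity change from -70% to -50%; inactive = maximum activity change above -50%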;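 also: thallium influx rate constant from kinetic fluorescence after stimulation buffer; % is scaled to controls: 0 for no effect and ±100 for the full control effect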
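Channel expression came from 3.1 mutant virus (1.77 x 10^8 /mL) applied to suspended U2OS cells for 4 h. Flux was tracked with FluxOr dye plus Red40 quencher, and kinetic rate constants normalized to controls.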
The depositor's hits bear a star; u = inconclusive; x = not tested or not shown; & = joins results of further samples; [ ] = remark or other dose. Unless noted, calls follow the shape of the dose curve; as a rule, active = well fitted curve in the direction sought with a large enough effect; inconclusive = small, poorly fitted or top-dose-only effect, or another doubt; inactive = no such curve, though single readings can be large; an effect the other way counts as inactive or inconclusive. A portion of the library; count on the stated rates, not on these rows.

SMILES | Giardia kill | FBPA coupling cs | TRPV1 ag | Menin MLL FP TR | MLL CXXC-DNA inh | KCNH2 WT inh | USP2a inh | B2AR arrestin | PKM2 act | GALK inh | KCNH2 3.1 block
CC(Sc1nc(N2CCOCC2)nc(N2CCOCC2)n1)C(=O)Nc1ccccc1 (stereo unspecified) | 2 | 1 | 25 | 12% | -5% | -11 | -1% | -1.6% | -1% | 6% | 6
COc1ccc(-c2cc(C(=O)Nc3cccnc3Cl)no2)cc1OC | -14 | 1 | 1 | 17% | 34%[activator] | -3 | -1% | -0.5% | 1% | 0% | 14
COc1ccc(C(=O)Nc2ccnn2C2CCN(C(C)CSC)CC2)cc1 (stereo unspecified) | 5 | 0 | 1 | -2% | 29% | -5 | -1% | -1.5% | x | -3% | 5
Cc1cccc(N2CCN(C(=S)NCCc3ccccc3)CC2)c1C | -8 | 9 | -3 | 1% | -1% | 14 | 0% | 0.2% | -24% | 0% | 11
CCOc1ccc(C(=O)NCC(C)C)cc1 | 26 | 3 | 9 | -14% | -2% | -13 | x | x | -5% | 5% | 6
O=C(Nc1nc(-c2ccccn2)cs1)c1ccco1 | -3 | -9 | 2 | u | 1% | 3 | -1% | 0.1% | 8% | -1% | 30
C/C(N)=C(/C#N)C(=O)COC(=O)CCCNC(=O)c1ccc(Cl)cc1 | -13 | 2 | 2 | -2% | -2% | 6 | 0% | -0.1% | -6% | -2% | -1
Nc1nc(-c2ccc3c(c2)CCCC3)c(CC(=O)O)s1 | -15 | 2 | 27 | 15% | 14% | -7 | 1% | -0.4% | x | 3% | 15
CCc1ccc(NC(=O)C(CC)Sc2nc3ccsc3c(=O)n2CCC(=O)O)cc1 (stereo unspecified) | -16 | x | 2 | x | 4% | 4 | 3% | -0.4% | x | -1% | 1
CC(=O)c1cccc(NC(=O)C2CCN(S(=O)(=O)c3ccc(F)cc3)CC2)c1 | -7 | -3 | u | -9% | -2% | 5 | 0% | -0.1% | -7% | -3% | -3
CCC(Sc1nc(C)cc(=O)[nH]1)C(=O)Nc1nnc(C)s1 (stereo unspecified) | -17 | -3 | 1 | 9% | 3% | -2 | 3% | -0.4% | -4% | 4% | 8
COc1cc2[nH]c3c(=O)n(CCN(C(C)C)C(C)C)cnc3c2cc1OC | -4 | -45* | 4 | -23% | 3% | -2 | -8% | 0.0% | 1% | -1% | 1
CCC1(c2cccc(Cl)c2)NC(=O)N(Cc2cc(C(=O)OC)c(C)o2)C1=O (stereo unspecified) | 4 | 5 | 11 | -17% | -6% | 5 | -13% | -0.1% | 9% | -5% | 11
O=C(NCc1ccc2c(c1)OCO2)c1ccncc1 | 21 | 1 | 4 | -2% | 3% | 18 | 1% | 0.3% | -7% | 2% | 7
COc1cc(C(=O)NC(=S)N(C)Cc2ccccc2)cc(OC)c1OC | -6 | 7 | 1 | -5% | 6% | 2 | -6% | 5.4% | 3% | 3% | 6
CC(C)(C)OC(=O)N1CCC(CC2CC(c3ccncc3)=NO2)(C(=O)O)CC1 (stereo unspecified) | 4 | x | 3 | x | x | -16 | 2% | -0.9% | x | x | -33
COc1ccc(NC(=O)CN(C)C(=O)CSCc2c(C)noc2C)cc1 | -5 | x | -5 | x | x | -4 | -1% | -0.3% | x | x | 4
O=C(c1ccco1)N1CCN(CCCCOc2ccc(F)cc2)CC1 | 3 | 4 | 5 | -6% | 0% | 43 | 3% | -0.9% | -4% | x | -32
Oc1ccc(CNc2ccccc2F)c2cccnc12 | -2 | -1 | -3 | -2% | 166%[activator] | -2 | 2%&3% | 0.3%&0.2% | -3% | 5% | -13
COc1ccc(C2=[N+]([O-])C(C)(C)N(O)C2(C)C)cc1 | -4 | 3 | -1 | 10% | -3% | -14 | -2% | -0.8% | 0% | 2% | -2
CC1(C)CC(=O)C=C(c2ccc(I)cc2)C1 | 39[activator] | x | 24 | x | x | 3 | -10% | 0.4% | x | x | 4
CC(=O)NC1=C(N(C)C2CCS(=O)(=O)C2)C(=O)c2ccccc2C1=O (stereo unspecified) | 18 | -70* | 0 | -3% | -1% | 3 | 0% | -0.6% | 1% | 2% | 15
COCCCNS(=O)(=O)c1ccc(S(=O)(=O)N2CCCC2)cc1 | -7 | -2 | 4 | 2% | 4% | 2 | -2% | 0.0% | -15% | -3% | -13
O=C(NCCCCc1ccccc1)C1CC(c2ccc(C(F)(F)F)cc2)=NO1 (stereo unspecified) | 5 | -2 | 22 | x | 3% | 5 | 0% | 0.4% | -1% | 2% | 10
O=C(CO)N/N=C/c1cccc(Cl)c1Cl | -16 | 2 | 1 | -14% | 4% | -2 | 1% | -0.3% | 2% | 1% | 11
Carrying on:
SMILES | Giardia kill | FBPA coupling cs | TRPV1 ag | Menin MLL FP TR | MLL CXXC-DNA inh | KCNH2 WT inh | USP2a inh | B2AR arrestin | PKM2 act | GALK inh | KCNH2 3.1 block
COc1ccc(N2CC(C(=O)N3CCN(C)CC3)CC2=O)cc1 (stereo unspecified) | -2 | 3 | -1 | 21% | -5% | -6 | 1% | 0.1% | x | 1% | 17
Cc1ccc(C(=O)NCC(=O)N2CCCN(C)CC2)cc1C | -22 | x | x | x | x | -15 | 12% | -1.1% | x | x | 13
COc1ccc2oc(=O)cc(-c3cc4ccccc4o3)c2c1 | -13 | 0 | u | 16% | 46%[activator] | -4 | 5% | -0.3% | x | -13% | -28
C/C(CC(=O)Nc1ccc(Cl)c(Cl)c1)=N\NC(=O)C(=O)N1CCCCC1 | 2 | 2 | 2 | 22% | 16% | -4 | -1% | -0.6% | 1% | 6% | -13
CCC(C)c1ccccc1N1CC(C(=O)Nc2ccc(S(=O)(=O)N3CCOCC3)cc2)CC1=O (stereo unspecified) | 5 | x | 2 | x | x | 2 | 0% | -0.4% | x | x | -4
O=C(NCc1ccc(F)cc1)C1CCN(S(=O)(=O)c2ccc3c(c2)OCCCO3)CC1 | 29 | 0 | 5 | 2% | 7% | 4 | 3% | -0.8% | u | -2% | 2
CNCCc1ccccn1 | u | 4&4&1 | 2 | 0% | 20% | -10 | 10% | -0.2% | 11% | 1% | -10
CCOc1cc(/C=N/NC(=O)CSc2nncn2C)ccc1OC(=O)c1ccc(Cl)cc1 | 24 | -1 | -2 | 0% | 45%[activator] | 2 | 0% | -1.0% | 14% | 0% | -14
CC(C)c1nccn1S(=O)(=O)c1cccc([N+](=O)[O-])c1 | -1 | 5 | -2 | 0% | 4% | -19 | 6% | 0.5% | -2% | -4% | -6
COC(=O)c1sccc1NC(=O)CC1C(=O)NCCN1C(=O)c1c(F)cccc1Cl (stereo unspecified) | 5 | -2 | 0 | x | -17% | -1 | -1% | 0.0% | -5% | 0% | 5
C=CCN1CC(c2nc3ccccc3n2Cc2ccccc2)CC1=O (stereo unspecified) | 10 | 2 | 7 | 1% | -2% | 8 | 3% | -1.0% | -1% | 2% | 8
CSc1ccc(CCCCCCOC(=O)C(C)(C)C)cc1 | -10 | x | 8 | x | x | -3 | -3% | 0.1% | x | x | 12
O=C(Cc1cccs1)N[C@@H]1c2ccccc2CC[C@@H]1OCc1ccccc1 | 13 | x | x | x | x | 15 | 2% | -0.9% | x | x | -4
COc1ccc2c(c1)OC[C@H]1[C@H]2N2C(=O)c3cc(Br)ccc3NC(=O)[C@@]2(C)[C@H]1c1ccccc1 | -22 | x | 0 | x | x | -5 | -2% | 2.1% | x | x | -14
O=C(Nc1cccc(Cl)c1)Nc1nccs1 | -7 | 0&-1 | 12&4 | 64%[activator] | 3%&2% | 7 | -7%&1% | 0.4%&-0.9% | 1%&-2% | 0%&-1% | 2
COc1ccc(CC(C)Nc2cccc(SC)c2)cc1 (stereo unspecified) | -8 | -3 | 2 | u | -19% | -12 | 2% | 0.5% | 6% | -5% | -9
O=C(COc1coc(CN2CCN(c3ccccc3)CC2)cc1=O)NC1CCCCC1 | 6 | x | -4 | x | x | 3 | 0% | -0.1% | x | x | -2
Cc1cc(C)c2c(c1)cc(C)c1nnc(SCC(=O)Nc3ccc(S(=O)(=O)N4CCCCC4)cc3)n12 | 2 | -1 | -1 | 16% | 23% | -10 | 4% | -0.4% | 3% | 1% | 1
C/C(=N\NC(=O)Cc1c(Cl)cccc1Cl)c1cccnc1 | 1 | 3 | 0 | -3% | 16% | -3 | 0% | 0.6% | -5% | 1% | -2
COc1ccc(NC(=O)c2oc3ccccc3c2C)c(OC)c1 | 6 | -6 | -7 | 44%[activator] | 7% | -6 | -1% | -0.2% | -1% | -2% | 7
OCC(Cc1ccc2c(c1)OCO2)C(CO)Cc1ccc2c(c1)OCO2 (stereo unspecified) | -26 | 3 | 6 | x | -4% | -14 | 3% | -0.4% | -3% | 2% | 12
CCOc1ccccc1NC(=O)CSc1nnc(Cc2cccn2C)n1-c1ccc(F)cc1 | -11 | -6 | -4 | -5% | -3% | -3 | 0% | 0.1% | 5% | 0% | 0
